# PPARg SRC1 recr: PPARgamma agonists recruiting SRC-1 coactivator, primary screen, biochemical. Peroxisome proliferator-activated receptor gamma (Homo sapiens), P37231. PPARgamma-SRC-1 coactivator recruitment biochemical assay. activation, % at 8 µM. actives 0.41% (n = 200,000). AID 631, 2007; in the data active = activation above about 19%;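 note: 0% = DMSO and 100% = reference agonist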
# S1P3 antag: S1P3 receptor antagonists, primary screen, cell-based | CHO S1P3 NFAT-BLA reporter, FRET fluorescence, antagonist mode | inhibition, % at 4.98 µM | actives 0.27% (n = 170,000) | AID 485, 2006;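 active = inhibition above the plate cutoff, the mean inhibition of test wells on that plate plus 3 SD, cut at about 28% in these data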;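 note: cells challenged with S1P at its EC80 of 0.8 µM; blue over green emission ratio from cleaved BLA substrate after 4 h stimulation; 0% = S1P-stimulated wells and 100% = unstimulated DMSO-only wells; some compounds past the cut are filed as inactive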
# Target sequence (Q99500 whole entry, looked up): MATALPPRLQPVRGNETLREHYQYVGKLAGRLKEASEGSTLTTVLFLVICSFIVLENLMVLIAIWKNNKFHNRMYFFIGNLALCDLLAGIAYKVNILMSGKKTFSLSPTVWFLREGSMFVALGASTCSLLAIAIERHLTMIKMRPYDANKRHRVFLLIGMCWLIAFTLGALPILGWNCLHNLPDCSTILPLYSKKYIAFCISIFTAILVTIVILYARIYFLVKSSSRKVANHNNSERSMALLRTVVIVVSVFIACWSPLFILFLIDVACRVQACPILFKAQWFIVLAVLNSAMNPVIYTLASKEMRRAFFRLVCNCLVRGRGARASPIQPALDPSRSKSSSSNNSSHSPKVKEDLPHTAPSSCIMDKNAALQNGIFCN
# DTT redox prof: compounds producing H2O2 with reducing agent – biochemical, NIH compound library profiling, artefact control for MLSCN library redox annotation, primary screen; DTT-dependent redox cycling H2O2, phenol red/HRP absorbance; 100% = 100 µM peroxide control, 0% = buffer; activation, % at 10 µM; actives 0.03% (n = 200,000);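 active = activation of at least 50% relative to the plate's high and low controls in the primary single-dose screen; inactive = activation below 50%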;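 note: compound incubated with DTT at 0.8 mM final as the reducing agent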
# PPARg SRC-3 ag: PPARgamma agonists recruiting SRC-3 coactivator, primary screen, biochemical; Peroxisome proliferator-activated receptor gamma (Homo sapiens), P37231; biochemical PPARgamma/SRC-3 coactivator recruitment assay; activation, % at 8 µM; actives 0.26% (n = 200,000); AID 731, 2007; in the data active = activation above about 23%;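 note: 0% = DMSO and 100% = reference agonist; some compounds past the cut are filed as inactive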
# PPARg SRC2 recr: agonists of PPARg-SRC-2 recruitment, primary screen, biochemical, HTS; AID 1032, 2008; PPARgamma LBD-SRC-2 recruitment; activation, % at 8 µM; actives 0.34% (n = 200,000); Peroxisome proliferator-activated receptor gamma (Homo sapiens), P37231; in the data active = activation above about 22%;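 note: 0% = vehicle and 100% = reference agonist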
# RAM network inh: inhibitors of the yeast RAM network, primary screen, dse1pr::URA3 reporter, 5-FOA selection. S. cerevisiae dse1pr::URA3 reporter, 5-FOA growth OD615, 2 d; analog-sensitive cbk1-as2 kinase mutant strain. inhibition, % at 50 µM. actives 1.8% (n = 190,000). AID 868, 2007;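 active = inhibition above a set limit, 3 SD over mean compound inhibition, cut at about 8.4% in these data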;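 note: 0% = DMSO-only wells with no growth and 100% = 10 µM 1-NA-PP1 full growth; inhibition rescues growth on 5-FOA so higher OD means more RAM inhibition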
# SRC2 TRFRET art: TR-FRET signal artefacts, primary screen, artefact control for PPARgamma SRC-2 agonist project, biochemical | TR-FRET artefact counter-screen; active compounds read high | TR-FRET ratio at 8 µM | actives 0.4% (n = 200,000); in the data active = TR-FRET ratio above about 2000; note: inactives centre near 1500
# bIAP inh: bovine intestinal alkaline phosphatase inhibitors, primary screen, selectivity assay for TNAP inhibitor project, biochemical, bovine IAP, CDP-star luminescence; 190,000 tested, under 10 active; alkaline phosphatase, intestinal [Bos taurus]; purified bovine IAP, 30 min; inhibition, % at 20 µM;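 active = over 50% inhibition of intestinal alkaline phosphatase at 20 µM in the single-dose screen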
#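 Assay system – bovine IAP enzyme · Quantity – bovine IAP at 1/65,000,000 final dilution · Detection – CDP-star luminescence signal · Times – 30 min reaction at room temperature · Also added – CDP-star substrate at 30 µM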
# Lmaj promast: Leishmania major promastigote growth inhibition, primary screen; actives 9% (n = 200,000); inhibition, % at 10 µM; Leishmania major promastigotes, resazurin fluorescence viability; in the data active = inhibition above about 50%;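 note: promastigotes grown with compound for 44 hours at 28 °C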
# Efa HMGR inh: inhibitors of E. faecalis class II HMGR, primary screen, biochemical, Enterococcus faecalis | HMG-CoA reductase (Enterococcus faecalis, mvaE) | purified E. faecalis HMGR, NADPH absorbance 340 nm kinetic | inhibition, % at 10 µM | actives 0.41% (n = 190,000) | AID 1066, 2008;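 active = inhibition above a set limit, the median over all tested compounds plus 3 SD, cut at about 9.5% in these data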;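 note: enzyme runs in reverse so mevalonate oxidation gives rising NADPH absorbance; 0% = complete reaction with DMSO and 100% = background rate lacking mevalonate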
# ROMK primary: ROMK potassium channel modulators, primary screen, cell-based, thallium flux, MLSMR library | B-score at 10 µM | ATP-sensitive inward rectifier potassium channel 1 (Homo sapiens), P48048 | Tet-inducible ROMK, thallium flux fluorescence; actives lie on both sides | actives 2% (n = 130,000);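 active = signal ratio slope over the read window, or its plate-corrected B-score, at least 3 SD from the plate mean, either direction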;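 note: B-score of the F/F0 ratio slope over 7 to 12 s after thallium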
# Target sequence (P48048 whole entry, looked up): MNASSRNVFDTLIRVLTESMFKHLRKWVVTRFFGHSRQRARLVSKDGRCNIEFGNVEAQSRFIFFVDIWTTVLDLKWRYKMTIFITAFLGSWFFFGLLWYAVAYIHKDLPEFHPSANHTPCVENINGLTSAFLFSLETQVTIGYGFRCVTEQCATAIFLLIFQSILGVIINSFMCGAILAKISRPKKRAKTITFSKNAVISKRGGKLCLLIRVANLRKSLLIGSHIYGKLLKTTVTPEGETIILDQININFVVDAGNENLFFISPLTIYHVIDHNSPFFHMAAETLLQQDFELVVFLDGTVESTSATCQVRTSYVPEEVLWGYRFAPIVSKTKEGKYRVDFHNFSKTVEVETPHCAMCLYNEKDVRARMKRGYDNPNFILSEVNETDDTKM
# The depositor's hits bear a star; . = not tested or not shown.
SMILES,PPARg SRC1 recr,S1P3 antag,DTT redox prof,PPARg SRC-3 ag,PPARg SRC2 recr,RAM network inh,SRC2 TRFRET art,bIAP inh,Lmaj promast,Efa HMGR inh,ROMK primary
Cc1cc(CNC(=O)CCc2nnc(CCCc3ccccc3)o2)nn1C,7,3,-0.4,1,5,0.9,1596,10,-4,-1,0.38
CCOC(=O)N1CCN(C(=O)CN(C2CCCCC2)S(=O)(=O)c2ccc(C)cc2)CC1,2,.,2.1,2,2,-0.9,1698,-11,34,-3,.
COc1cc2c(cc1OC)C(c1ccccc1)N(S(C)(=O)=O)CC2 (centres undefined),10,3,-0.8,-3,1,2.1,1686,-2,-4,2,.
NS(=O)(=O)c1ccc(CCNC(=O)CCC2COc3ccccc3O2)cc1 (centres undefined),-4,-7,0.4,-6,-1,2.6,1390,1,-2,-4,.
CCCOc1ccc(/C=N/O)cc1,3,.,2.8,1,5,0.9,1526,-3,8,1,.
O=[N+]([O-])c1ccc(OCC(O)CN2CCN(c3ccccc3F)CC2)cc1 (centres undefined),8,-5,0.1,6,7,-0.4,1544,8,-1,0,.
Cc1cc2cc(CNC(=O)NC3CCCCC3)ccc2n1C,12,.,-1.8,-1,12,5.0,1532,5,4,-7,.
CCOC(=O)CSc1nc2cc(C)cc(C)c2cc1C#N,-3,-20,0.2,14,10,2.1,1606,20,2,2,0.027
CC1CCCC(NC(=O)COC(=O)c2ccccc2[N+](=O)[O-])C1C (centres undefined),2,5,-0.1,4,-2,1.8,1433,-11,3,-7,-0.29
O=C(NNc1nc(-c2ccc(Br)cc2)cs1)c1ccco1,3,0,-1.4,6,5,2.8,1593,-25,-4,-3,-0.52
Cc1ccc2[nH]c3c(c2c1)CN(C(=O)CN1CCN(c2ccccc2F)CC1)CC3,-3,19,2.8,-8,-1,3.6,1428,0,23,-6,.
COc1ccc(Nc2nc(Cl)nc(Nc3ccc(OC)cc3)n2)cc1,5,15,0.6,2,1,7.4,1631,22,20,2,0.41
CCOc1cc(/C=N/NC(=O)CNc2ccc(C)cc2)ccc1OC(=O)c1ccccc1,-1,.,0.3,-4,0,2.1,1327,3,8,-3,-0.14
CC(=O)Nc1ccc(C(=O)NCCc2ccccc2)cc1,3,0,-0.5,4,9,0.5,1803,-8,-6,-4,-0.13
COc1ccc(N2CCN(c3ccc(N4C(=O)COCC4=O)cc3[N+](=O)[O-])CC2)cc1,8,10,0.4,-3,7,3.1,1664,.,-4,2,.
C=CCc1c(C)nc(-c2ccccc2)nc1N/N=C/c1ccncc1,-1,12,-0.2,1,0,0.6,1614,-12,68*,-2,-1.3
O=C(/C=C/c1ccccc1Cl)Nc1cccc(O)c1,3,0,-0.7,-4,9,4.2,1546,15,26,-6,-0.36
CCCOc1ccc(CSc2nc3ccccc3[nH]2)cc1,-1,.,-3.3,-3,-15,-0.9,1372,-4,22,-1,.
CC(C)C(=O)NNC(=O)CSc1nc(C2CCCCC2)nc2ccccc12,2,5,-0.5,2,11,2.2,1602,4,5,-6,0.65
Cc1cc(C)c2c(c1)c(C)cc1nnc(SCC(=O)c3cccs3)n12,11,.,-0.1,13,-1,2.9,1451,8,46,-1,0.038

# A stretch from the list above:
SMILES,PPARg SRC1 recr,S1P3 antag,DTT redox prof,PPARg SRC-3 ag,PPARg SRC2 recr,RAM network inh,SRC2 TRFRET art,bIAP inh,Lmaj promast,Efa HMGR inh,ROMK primary
COc1cc2c(cc1OC)C(c1ccccc1)N(S(C)(=O)=O)CC2 (centres undefined),10,3,-0.8,-3,1,2.1,1686,-2,-4,2,.
NS(=O)(=O)c1ccc(CCNC(=O)CCC2COc3ccccc3O2)cc1 (centres undefined),-4,-7,0.4,-6,-1,2.6,1390,1,-2,-4,.

# Compound profiles, as listed above. Order of screens: PPARg SRC1 recr, S1P3 antag, DTT redox prof, PPARg SRC-3 ag, PPARg SRC2 recr, RAM network inh, SRC2 TRFRET art, bIAP inh, Lmaj promast, Efa HMGR inh, ROMK primary
# `CCOC(=O)CSc1nc2cc(C)cc(C)c2cc1C#N` in the list: -3, -20, 0.2, 14, 10, 2.1, 1606, 20, 2, 2, 0.027
# `O=C(/C=C/c1ccccc1Cl)Nc1cccc(O)c1` in the list: 3, 0, -0.7, -4, 9, 4.2, 1546, 15, 26, -6, -0.36
# `CC(C)C(=O)NNC(=O)CSc1nc(C2CCCCC2)nc2ccccc12` in the list: 2, 5, -0.5, 2, 11, 2.2, 1602, 4, 5, -6, 0.65
# `CCCOc1ccc(/C=N/O)cc1` in the list: 3, ., 2.8, 1, 5, 0.9, 1526, -3, 8, 1, .
# `CC(=O)Nc1ccc(C(=O)NCCc2ccccc2)cc1` in the list: 3, 0, -0.5, 4, 9, 0.5, 1803, -8, -6, -4, -0.13

# Further compounds follow:
SMILES,PPARg SRC1 recr,S1P3 antag,DTT redox prof,PPARg SRC-3 ag,PPARg SRC2 recr,RAM network inh,SRC2 TRFRET art,bIAP inh,Lmaj promast,Efa HMGR inh,ROMK primary
CCOC(=O)C1CCCCN1Cc1cc(Cl)ccc1O (centres undefined),-6,.,0.2,-6,-5,-0.5,1356,-6,47,2,-0.79
COCCNC(=O)/C(C#N)=C/c1ccc(C(=O)O)cc1,-2,-2,-0.1,-3,3,-0.7,1318,1,-6,0,-0.5
O=C(O)/C(=C1/OC(=O)c2ccccc21)c1ccccc1,16,-4,2.7,3,2,2.7,1805,36,-5,2,0.54
COC(C(=O)Nc1ccccc1F)c1ccccc1 (centres undefined),0,.,0.3,8,7,1.3,1599,11,-2,-8,-0.45
C/C(=C\C(=O)c1ccccc1)NCc1ccc(F)cc1,1,.,-5.1,11,2,0.3,1544,19,0,-2,.
O=C(c1cccc(F)c1F)N1CCCC1,-2,.,0.7,-16,3,1.1,1623,-8,-6,-4,-0.081
CC(C)C(c1nnnn1Cc1ccc(F)cc1)N1CCN(C(=O)c2ccco2)CC1 (centres undefined),1,-10,-0.5,-3,-1,2.1,1670,4,13,-8,0.12
COc1ccc2c(-c3ccccc3)cc(SCC(=O)N(C)C)nc2c1,12,-7,-0.3,1,9,-1.5,1572,-8,27,2,-0.75
CN1CCN(c2ccccc2NC(=O)c2ccc([N+](=O)[O-])cc2Cl)CC1,-4,-2,0.6,-2,9,0.2,1780,1,10,0,-0.92
COc1ccc(C(=O)Nc2sc(C)c(C)c2CN2CC(C)OC(C)C2)cc1 (centres undefined),-1,-6,4.2,-1,4,0.2,1598,6,-5,3,-0.049
CCOc1ccc(S(=O)(=O)NCc2ccco2)cc1,8,.,0.9,-4,0,-0.1,1556,13,-2,2,-0.94
C/C(N)=C(\C#N)C(=O)NCc1ccccn1,-1,-30,0.2,-2,7,1.2,1553,10,-2,-12,0.14
COCCSc1nnc(-c2cccc(C#N)c2)n1C,-8,-19,-0.2,-15,-12,1.7,1453,11,1,2,0.19
CC1CCN(S(=O)(=O)c2cc([N+](=O)[O-])ccc2Cl)CC1,2,10,0.2,-2,-2,0.3,1516,22,55*,-8,-1.2
COC(=O)c1c(NC(=O)CN2CCCc3ccccc32)sc(C)c1C,-6,-4,1.6,-1,2,3.3,1482,-3,89*,-9,.
c1ccc(CNc2nc(NCc3ccco3)nc(N3CCOCC3)n2)cc1,1,-16,-0.1,2,8,0.9,1512,-1,17,4,-1.5
Cc1ccn2c(-c3n[nH]c(=S)n3C)c(C)nc2c1,-5,17,-0.2,1,0,1.7,1535,2,-6,1,0.16
Cn1c(=O)c2c(nc(SCC(=O)c3ccccc3F)n2C)n(C)c1=O,-2,4,-0.7,-4,2,0.3,1602,16,-4,-2,-0.002
CN(CC(=O)O)S(=O)(=O)c1cc(Cl)ccc1Cl,-1,-7,-0.1,11,-2,0.4,1568,2,-9,-3,0.83
Cc1nnc(SCC(=O)Nc2nc3ccccc3s2)n(N)c1=O,4,-7,0.5,1,-1,2.7,1454,-5,4,-3,.
c1ccc(-c2ccnc3nc(-n4cccc4)nn23)cc1,6,.,-1.0,9,5,2.1,1573,2,-5,-1,.
COc1ccc(-c2nnc(SCC(=O)N3CCOCC3)o2)cc1,-3,-28,2.2,9,4,0.6,1614,11,-9,2,.
CCc1c(O)cc(=O)n(-c2ccccc2)c1-c1ccccc1,0,-11,-0.4,-1,7,0.9,1660,-2,3,1,1.5
COC(=O)c1cc(CNC(=O)c2ccccc2Cl)ccc1OC,-6,2,-0.1,2,-12,0.0,1388,7,2,2,-0.36
CC(=O)N1CCN(C(=O)Cn2c(=O)oc3ccccc32)CC1,4,.,2.6,1,3,0.6,1611,5,-2,-2,.
CC(CCc1ccccc1)NC(=O)CSc1ccccn1 (centres undefined),5,-1,-1.7,2,-3,0.9,1528,5,-9,-1,0.85
O=C(CCc1nnc(CCC2CCCCC2)o1)NCc1ccon1,5,-9,-1.2,3,-1,-0.4,1517,0,-1,0,.
CN(C(=O)c1cc2sccc2n1C)C1CCCCC1,-2,-35,2.6,4,11,2.7,1602,-7,4,-3,.
Cc1cc(O)ccc1Nc1nc(-c2sc(N)nc2C)cs1,-1,-1,3.8,-5,9,0.0,1737,1,-8,-1,.
Cc1c(C(=O)N/N=C/c2cccnc2)sc(=S)n1C,-3,18,0.0,-4,-1,1.1,1593,-3,-1,-1,.
Clc1ccc(SCc2cn3ccsc3n2)cc1,1,.,-0.5,6,3,0.1,1578,21,-8,-9,-2.5
CCCN(CC(=O)Nc1ccc(C(N)=O)cc1)CC(=O)Nc1ccccc1C,-2,-9,-0.2,5,-3,-0.6,1623,22,8,0,2.1
CCS(=O)(=O)N1CCC(C(=O)NCc2ccc(OC)cc2OC)CC1,7,-16,0.0,2,3,2.2,1545,3,-7,-3,0.21
Cn1c(C(C#N)C(=O)c2ccco2)nc2ccccc21 (centres undefined),5,-3,-2.4,1,4,2.4,1357,2,-6,-2,.
